Platelet DG rel = platelet dense granule release activity | human platelet-rich plasma, SFLLRN dense granule ATP release, luminescence | inhibition, %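 (compounds screened at 7.5 µM in platelet-rich plasma)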 | 0.22% of 300,000 active;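 active = mean replicate score, as percent of positive control, at or above 50; inconclusive = mean below 50 but at least one replicate at or above 50; inactive = mean and every replicate below 50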
aSyn UTR inh = MLPCN primary screen, SNCA 5' untranslated region; alpha-synuclein 5'UTR reporter, inhibitor activity; inhibition, % (tested at 7.5 µM); 0.82% of 300,000 active; AID 1813; in the data active = inhibition above about 60%; inconclusive = no clear call, values can overlap the other calls;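 note: H4 neuroglioblastoma cells stably carrying SNCA 5'UTR luciferase fusion; 0% = DMSO wells and 100% = positive control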
KLF5 inhibitor = kruppel-like factor 5 inhibition; 0.23% of 290,000 active; inhibition, % at 5 µM; DLD-1 KLF5 promoter-luciferase reporter, luminescence;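 active = inhibition above a per-plate limit of that plate's mean compound inhibition plus 3 SD, cut at about 60% in these data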;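 note: 0% = DMSO wells and 100% = LY294002 at 200 µM; higher means less KLF5 promoter-driven luciferase light; inactives centre near -14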
IEC-6 tox = counter-screen for KLF5 inhibitors: cytotoxicity in IEC-6 cells; 0.78% of 290,000 active; AID 1825; inhibition, % at 5 µM; IEC-6 cytotoxicity, luminescence viability; in the data active = inhibition above about 22%;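 note: 0% = plate median of test compound wells and 100% = cytotoxic reference compound wells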
GSK3B inh = inhibitors of human GSK3beta kinase | activity score (negative = inhibition), % at 10 µM | GST-GSK3beta kinase, ADP-Glo luminescence, 60 min; active compounds read low | 0.038% of 300,000 active | P49841;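 active = more than half of replicate wells score below -50%, meaning over 50% inhibition versus plate controls; inconclusive = some replicates but at most half score below -50%; inactive = no replicate scores below -50%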;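 note: 0% = median DMSO wells and -100% = median GW8510 positive control wells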
Target sequence (P49841 whole entry, looked up): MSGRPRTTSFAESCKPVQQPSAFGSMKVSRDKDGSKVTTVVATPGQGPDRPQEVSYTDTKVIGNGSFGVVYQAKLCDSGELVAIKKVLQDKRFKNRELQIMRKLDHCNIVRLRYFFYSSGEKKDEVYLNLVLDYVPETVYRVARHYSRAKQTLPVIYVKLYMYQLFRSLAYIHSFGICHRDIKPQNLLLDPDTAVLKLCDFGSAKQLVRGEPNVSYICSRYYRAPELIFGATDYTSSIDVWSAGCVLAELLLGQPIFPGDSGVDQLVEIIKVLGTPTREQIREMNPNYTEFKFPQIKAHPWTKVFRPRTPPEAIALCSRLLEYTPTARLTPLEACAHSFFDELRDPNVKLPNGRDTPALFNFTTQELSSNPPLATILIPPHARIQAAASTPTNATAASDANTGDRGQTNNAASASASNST
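Test system: GST-fused GSK3beta enzyme, cell-free | Quantity: 1.6 ng GST-GSK3beta enzyme per well | Reagent: 25 µM ATP with peptide substrate | Schedule: 60 min enzyme reaction, room temperature | Signal: Luminescent ADP-Glo measurement of ADP formed | Read-out basis: Score relative to plate controls | Control set: DMSO and 20 µM GW8510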
HSF1 activator = increases HSF-1 driven luciferase reporter signal | NIH3T3-HGL HSF-1 luciferase reporter, MG132, 8 h; 100% = twice DMSO control signal | 1.7% of 300,000 active | AID 504408 | activation, % at 9 µM;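 active = mean replicate activation of at least 50% with a set share of replicates each reaching 50%; inconclusive = only one of those two conditions met; inactive = mean below 50% and too few replicates reaching it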;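 note: 0% = median of the neutral control wells and 100% = twice that signal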
HSP90 inh = HSP90 refolding inhibition in rabbit reticulocyte lysate | luciferase refolding luminescence, 3 h | inhibition, % at 5.6 µM | 0.91% of 290,000 active | AID 1789;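 active = inhibition above the screen-wide mean plus 3 SD, computed separately per campaign, cut at about 16% in these data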;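 note: 0% = DMSO wells and 100% = 60 µM geldanamycin wells; inhibitors lower the luminescence because luciferase stays unfolded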
GSK3A inh = blocks human GSK-3 alpha kinase | ADP-Glo luminescence, 60 min | inhibition, % at 10 µM | P49840 | 0.1% of 320,000 active;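 in the data active = inhibition above about 50%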;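 note: GST-tagged GSK-3 alpha with peptide substrate and 25 µM ATP; 0% = DMSO neutral wells and 100% = GW8510 positive control wells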
Target sequence (P49840 whole entry, looked up): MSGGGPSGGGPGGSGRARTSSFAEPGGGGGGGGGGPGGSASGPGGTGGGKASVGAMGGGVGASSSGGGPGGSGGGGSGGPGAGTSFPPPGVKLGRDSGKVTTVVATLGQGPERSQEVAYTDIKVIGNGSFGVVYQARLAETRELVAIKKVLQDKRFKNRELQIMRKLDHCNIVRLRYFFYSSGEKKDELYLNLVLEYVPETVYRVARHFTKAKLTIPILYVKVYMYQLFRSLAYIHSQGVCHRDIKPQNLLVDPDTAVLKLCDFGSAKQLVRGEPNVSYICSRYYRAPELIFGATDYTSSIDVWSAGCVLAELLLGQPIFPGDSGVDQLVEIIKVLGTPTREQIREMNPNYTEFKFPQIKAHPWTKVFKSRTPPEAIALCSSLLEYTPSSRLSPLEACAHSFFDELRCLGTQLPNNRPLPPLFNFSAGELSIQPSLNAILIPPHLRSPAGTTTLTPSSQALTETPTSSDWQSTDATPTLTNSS
Dyrk1A ADPGlo = inhibitors of rat Dyrk1A kinase | ADP-Glo luminescence, NFATc1 peptide | AID 504441 | Q63470 | 0.43% of 310,000 active | inhibition, % at 12.5 µM; in the data active = inhibition above about 50%;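 note: plate controls were vehicle with enzyme for no effect and no enzyme for full effect; many of its hits are not listed in these tables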
HSF1 inhib = HSF1 inhibition | NIH3T3-HGL HSE-luciferase, MG132-induced, luminescence 8 h; active compounds read low | activity change, negative = inhibition, % at 7.5 µM (by protocol) | 0.77% of 300,000 active;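 active = more than half of replicate wells show activity change below -50%, luminescence cut by over half; inconclusive = some wells, but at most half, below -50%; inactive = no replicate well below -50%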;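 note: luciferase reports HSF-1 transcriptional activity via heat shock element; 0% = median of DMSO wells and -100% = zero luminescence signal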
Numbers without * were called inactive; ? = inconclusive; . = not tested or not shown. Only part of the results is shown; rates above refer to the full screens.

SMILES	Platelet DG rel	aSyn UTR inh	KLF5 inhibitor	IEC-6 tox	GSK3B inh	HSF1 activator	HSP90 inh	GSK3A inh	Dyrk1A ADPGlo	HSF1 inhib
Cc1ccc(-c2cc(C(=O)N3CC4(C)CC3CC(C)(C)C4)no2)cc1 (stereo not drawn)	4.3	-4.6	-12.2	-3.0	1.2	1.6	-1.0	-5.9	-8.0	3.2
CCOC(=O)c1nc(-c2ccccc2)oc1N1CCOCC1	-0.2	-3.4	-5.8	1.4	-3.0	-2.8	3.0	-2.4	1.3	-14.3
CCOC(=O)CSc1cc(C)c(C#N)c2nc3ccccc3n12	-4.5	-11.7	-13.2	-4.6	-6.3	58.5*	1.2	6.2	1.2	21.2
CCCCNC(=S)NNC(=O)c1csc2ccccc12	-20.2	-50.7	-20.2	-1.6	-1.7	130.7*	1.6	-0.9	2.0	64.8
COc1ccc(N2CCN(S(=O)(=O)c3c(C)[nH]c(C)c3C(=O)N3CCCC3)CC2)cc1	0.9	19.1	-0.6	7.8	0.7	-19.3	2.1	0.4	0.9	-13.0
COc1ccccc1NC(=O)CN(Cc1ccco1)C(=O)c1cc2ccccc2o1	-0.8	-8.0	-17.3	0.4	-1.1	7.4	4.7	-0.4	2.3	16.6
COc1ccc2c(C(=O)CN3CCC(C)CC3)c[nH]c2c1	0.9	-76.0	-24.2	-3.7	0.1	-11.0	4.4	2.7	-6.2	-0.7
COc1ccc(CN2C(=O)C(CC(C)C)Nc3ncnc(N4CCN(c5ccccn5)CC4)c32)cc1 (stereo not drawn)	10.2	10.2	.	.	0.7	-42.5	.	-1.1	-4.9	-27.5
COCCNC(=O)C1CC2Cn3c(nc4cc5ccccc5cc43)C2N1C (stereo not drawn)	-1.0	-17.4	.	.	-2.6	-0.6	.	-0.6	8.5	-3.9
O=C(CSc1nnc(CNC(=O)c2cccs2)o1)NCc1ccc(F)cc1	-1.5	-9.6	-11.0	0.3	4.5	-64.0	3.2	-2.0	2.3	-55.1*
O=C(CC1Sc2ccccc2NC1=O)OC(C(=O)NCCc1ccccc1)c1cccnc1 (stereo not drawn)	7.9	-0.3	-20.6	0.7	3.7	5.5	3.8	.	-6.4	4.1
Cc1ccc(NC(=O)Nc2nnc(-c3ccccc3)o2)cc1	2.8	-74.6	-47.9	-1.8	0.0	21.3	-3.0	.	7.2	14.0
C=CCON/C(CCC)=C1\C(=O)C(C(=O)OC)C(C)(C)CC1=NC (stereo not drawn)	-3.7	-18.7	9.2	1.1	2.3	-12.0	-0.8	-5.8	5.6	-3.1
COCCNC(=O)CCc1c(C)nc2c(c(C)nn2-c2ccc(C)cc2)c1C	14.4	18.9	-19.7	5.7	-0.4	44.7	3.5	0.4	-2.8	9.8
CCCCNC(=O)CCc1nc2cccnc2n1Cc1ccccc1	-4.9	6.4	-7.1	-4.1	0.4	-2.7	-2.2	-1.8	-1.8	5.7
COc1cccc(NC(=O)c2cccnn2)c1	-0.9	-44.9	-42.6	-0.8	-5.9	-9.7	-6.4	-2.2	9.4	2.4
Cc1[nH]c(=O)[nH]c1C(=O)CCCCC(=O)OCC(=O)Nc1ccccn1	-1.1	-23.2	-20.4	-7.5	-1.3	-10.3	-3.7	5.9	-15.2	-6.3
CCCCCC(=O)Nc1ncc2c(n1)CC(c1cccs1)CC2=O (stereo not drawn)	.	.	-15.3	-3.4	-1.2	.	-0.8	0.2	.	.
COc1ccc(Cl)cc1NC(=O)Nn1cnnc1	0.1	9.6	-37.0	-1.6	2.3	7.8	-1.3	1.1	4.5	-7.0
O=C(NCCN1CCOCC1)C1CCN(c2nc3ccccc3o2)CC1	-7.6	10.1	-22.8	-5.5	-0.9	-4.8	-3.5	-2.7	-3.1	1.0
Cc1ccc(S(=O)(=O)NCCC(=O)N2CCN(c3cccc(Cl)c3)CC2)cc1C	18.6	19.4	6.0	3.9	-2.3	8.7	2.3	-1.6	0.9	1.2
O=C(Nc1ccccc1N1CCCC1)c1cccc(F)c1	-2.2	13.2	-12.2	-7.5	-5.5	6.2	-2.8	-2.2	-0.4	5.3
CC(NC(=O)COc1cccnc1[N+](=O)[O-])c1ccc(Cl)cc1 (stereo not drawn)	2.7	10.3	-0.6	-3.3	-0.3	20.9	-1.4	2.5	-8.5	13.0
CC1(C)CC(=O)C2=C(C1)Nc1ncnn1C2c1ccccn1 (stereo not drawn)	5.5	-1.7	-8.6	2.4	-6.2	8.5	0.4	14.0	-5.8	-8.3
O=C(O)C1CCN(C(=O)OCc2ccccc2)CC1	-5.0	-142.0	-86.8	-5.5	1.5	28.6	-0.7	-1.8	0.2	7.0
O=C(c1ccc(Cl)c(S(=O)(=O)N2CCCCCC2)c1)N1CCN(c2ccccc2O)CC1	-3.3	3.2	-34.5	3.4	0.5	-3.0	-1.8	-4.2	.	-4.2
Fc1ccccc1Cc1noc(CN2CCC(OCc3cccnc3)CC2)n1	-0.2	-25.9	-11.1	-4.4	0.5	-0.4	-2.0	-2.6	5.0	-0.5
O=C(CSc1nc2ncc(Cl)cc2[nH]1)NCC(=O)Nc1ccc(F)c(F)c1F	-3.7	0.2	4.3	-2.6	2.0	4.1	4.2	0.6	6.8	1.9
COc1ccc2cc(C(c3nnnn3CCc3ccccc3)N3CCCC(C)C3)c(=O)[nH]c2c1 (stereo not drawn)	0.3	-5.7	-17.6	0.6	2.6	10.7	1.1	-3.6	3.8	-1.2
O=C(CSCc1ccc(Br)cc1)N=Nc1c(O)[nH]c2ccccc12	1.4	10.6	-14.0	4.7	-0.2	-9.9	-1.9	-0.8	-2.4	-2.6
CCN(C(=O)COC(=O)c1ccc(C)c(S(=O)(=O)N2CCOCC2)c1)C1CCS(=O)(=O)C1 (stereo not drawn)	-1.0	10.4	.	.	-3.3	-13.0	.	0.3	7.6	-5.4
COc1ccc(OC)c(Cc2nnc(CCC(=O)NC(C3CC3)C3CC3)o2)c1	-1.5	-4.4	-26.7	1.5	4.0	3.1	0.2	-1.1	-55.4	-9.2
O=C(NCCc1ccccc1)c1c(F)cccc1F	1.1	-115.5	-80.6	-5.7	2.7	47.9	3.7	0.2	-2.8	30.5
Cc1cc(C)c([N+](=O)[O-])cc1NC(=O)CCS(=O)(=O)c1ccccc1	9.9	0.6	5.2	-2.5	1.1	-7.7	-1.9	-1.2	0.7	-8.2
N#Cc1ccc(COC(=O)CSc2nnc(C3CCCCC3)n2N)cc1	-0.7	-2.2	-5.1	-4.0	1.1	3.5	-3.1	-1.5	-5.4	-1.7
Fc1ccccc1NC(=S)NCc1ccc2c(c1)OCO2	11.5	-5.6	-18.9	-0.3	15.4	31.7	-1.0	-1.6	-6.3	12.5
O=C(CCCn1cc([N+](=O)[O-])cn1)NC1CCCCCC1	?	1.3	23.7	1.4	-1.8	-36.2	1.4	-0.5	.	-24.4
CN1C2CCC1CC(NC(=O)c1ccc([N+](=O)[O-])cc1)C2 (stereo not drawn)	0.4	0.3	-15.8	5.0	-1.3	13.6	-0.2	-3.8	0.6	8.9
CCNC(=S)N(CCc1c(C)[nH]c2ccccc12)Cc1cccnc1	14.7	2.2	-32.5	-6.8	2.4	3.4	0.9	2.0	3.5	-3.9
OC(CCN1CCCCC1)(c1ccccc1)c1ccccc1	8.7	-12.7	-22.9	-7.8	-2.1	10.9	-0.6	-1.1	-3.4	-3.0
Cc1ccc(O)c(C(=O)c2cnc3c(c2)c(C)nn3C)c1	-7.0	3.4	-3.9	0.1	.	36.6	2.5	2.9	-0.5	12.0
Cc1onc(C(=O)Nc2c(C)n(C)n(-c3ccccc3)c2=O)c1[N+](=O)[O-]	1.9	-8.5	-41.4	-0.1	1.2	-8.8	3.4	-0.9	-2.2	-4.5
NC(=O)CC(NC(=O)c1ccccc1)c1ccc(NCc2ccc(F)cc2)c([N+](=O)[O-])c1 (stereo not drawn)	-3.4	22.1	.	.	-3.3	36.7	.	0.9	2.3	14.3
CCN1CCN(CCNC(=O)c2ccc3c(c2)N(Cc2ccc(F)cc2)C(=O)c2ccccc2S3=O)CC1 (stereo not drawn)	-8.2	-16.0	5.8	4.4	22.2	1.4	0.9	-0.6	-1.0	2.9
COCCN(CCOC)C(=O)c1cc2sc3ccccc3c2s1	3.2	-12.2	0.1	0.6	-0.1	13.0	-1.2	-1.7	-5.4	3.0
O=C1/C(=C/c2cccs2)SC(=S)N1N1CCOCC1	2.9	-14.4	-5.1	-2.0	-5.1	13.4	0.8	0.5	-0.7	-2.4
COc1ccc(CCC(=O)Nc2cc3c4c(c2)CCC(=O)N4CCC3)cc1	-1.5	15.4	.	.	-0.3	-7.5	.	2.1	9.9	-1.4
Cc1cccc(OCCn2cc(/C=N/NC(=O)c3ccncc3)c3ccccc32)c1	-0.6	6.3	-30.9	3.3	-1.0	35.7	1.2	-1.7	0.2	1.8
CC1(C)C(=O)NCCN1C(=O)CSc1nccc(-c2ccc(Br)cc2)n1	-1.0	4.8	16.0	-0.3	-3.5	25.0	2.2	2.9	5.6	8.6
CCC(C)Sc1ccc(-c2nc3cnccn3c2NC2CCCCC2)cc1 (stereo not drawn)	-0.2	5.6	.	.	1.0	-49.0	.	-1.3	13.5	-33.5
C=CCOc1ccc(/C(O)=C2/C(=O)C(=O)N(CCCn3ccnc3)C2c2cccs2)cc1 (stereo not drawn)	8.2	-82.2	-24.4	4.3	-0.2	13.0	0.3	.	14.2	2.5
NS(=O)(=O)c1ccc(CCNC(=O)C2CCN(S(=O)(=O)c3ccccc3)CC2)cc1	-9.7	21.8	-14.3	1.8	1.4	8.2	-0.8	-1.4	.	-1.6
NS(=O)(=O)c1ccc(NC(=S)Nc2ccc(S(=O)(=O)N3CCCC3)cc2)cc1	-1.3	-0.4	-31.6	1.4	-4.1	-2.6	0.7	-0.4	-1.8	-4.5
Cn1c(SCC(=O)OC2CCCCC2)nnc1-c1ccco1	2.7	-3.3	-6.2	-5.9	-21.3	-25.1	21.8*	-2.6	-5.6	-15.3
CCOc1ccc(NC(=O)c2ccc(N)cc2)cc1	11.8	20.4	-89.8	-0.5	1.5	7.9	-6.7	2.9	-0.9	3.2
COc1ccc(CCNC(=O)CN(C)S(=O)(=O)c2ccc3nc(C)sc3c2)cc1OC	1.3	-0.9	-11.9	-1.7	3.7	2.5	-5.2	1.2	-2.9	1.6
C=CCN=C1S/C(=C\c2ccc(N(C)C)cc2)C(=O)N1CC=C	2.5	-36.9	-44.0	0.7	1.0	-7.9	-0.6	-0.7	.	0.9
CN(CC(=O)Nc1ccc(Cl)cc1)C(=O)c1cccc(S(=O)(=O)N2CCN(Cc3ccccc3)CC2)c1	-12.0	24.5	.	.	.	25.7	.	-1.9	-7.0	13.3

High-throughput results from PubChem BioAssay.
